# APEX1 inh = APE1 (human) endonuclease inhibition; recombinant APE1, TAMRA/BHQ-2 abasic DNA cleavage fluorescence; AID 2517; 350,000 compounds, 0.35% hits; P27695; Potency, µM (series often up to 65.8 µM), without a hit: at the top dose activity change, negative = inhibition, usual class: inhibitors;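 further: potency means the concentration at half of the fitted maximal effect; plate controls were vehicle for no effect and reference inhibitor for full effect; nearly all actives have a fitted effect of over 55% in size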
# Target sequence (P27695 whole entry, looked up): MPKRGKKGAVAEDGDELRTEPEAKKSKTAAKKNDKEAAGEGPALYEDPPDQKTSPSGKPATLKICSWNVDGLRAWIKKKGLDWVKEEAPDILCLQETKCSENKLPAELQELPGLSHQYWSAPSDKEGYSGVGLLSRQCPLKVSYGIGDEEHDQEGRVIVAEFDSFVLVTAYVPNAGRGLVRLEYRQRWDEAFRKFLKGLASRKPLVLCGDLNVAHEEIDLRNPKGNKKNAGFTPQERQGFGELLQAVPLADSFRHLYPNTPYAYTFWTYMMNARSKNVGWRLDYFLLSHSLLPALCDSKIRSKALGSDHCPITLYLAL
#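 APE1 at 0.75 nM preincubated 15 min at room temperature with compound. Reaction then started with 50 nM double-stranded THF-abasic substrate labelled with TAMRA/BHQ-2, and 525/598 nm fluorescence read kinetically. Activity taken as third-minus-first read difference, normalized to DMSO and NSC13755 controls.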
# POLI inh = inhibitors of human DNA polymerase iota | AID 588590 | 390,000 compounds, 1% hits | Pol iota fluorescent replication assay, 10 min | Q9UNA4 | Potency, µM (series often up to 115 µM), without a hit: top-dose activity, negative = inhibition, usual class: inhibitors; further: potency means the concentration at half of the fitted maximal effect
# Target sequence (Q9UNA4 whole entry, looked up): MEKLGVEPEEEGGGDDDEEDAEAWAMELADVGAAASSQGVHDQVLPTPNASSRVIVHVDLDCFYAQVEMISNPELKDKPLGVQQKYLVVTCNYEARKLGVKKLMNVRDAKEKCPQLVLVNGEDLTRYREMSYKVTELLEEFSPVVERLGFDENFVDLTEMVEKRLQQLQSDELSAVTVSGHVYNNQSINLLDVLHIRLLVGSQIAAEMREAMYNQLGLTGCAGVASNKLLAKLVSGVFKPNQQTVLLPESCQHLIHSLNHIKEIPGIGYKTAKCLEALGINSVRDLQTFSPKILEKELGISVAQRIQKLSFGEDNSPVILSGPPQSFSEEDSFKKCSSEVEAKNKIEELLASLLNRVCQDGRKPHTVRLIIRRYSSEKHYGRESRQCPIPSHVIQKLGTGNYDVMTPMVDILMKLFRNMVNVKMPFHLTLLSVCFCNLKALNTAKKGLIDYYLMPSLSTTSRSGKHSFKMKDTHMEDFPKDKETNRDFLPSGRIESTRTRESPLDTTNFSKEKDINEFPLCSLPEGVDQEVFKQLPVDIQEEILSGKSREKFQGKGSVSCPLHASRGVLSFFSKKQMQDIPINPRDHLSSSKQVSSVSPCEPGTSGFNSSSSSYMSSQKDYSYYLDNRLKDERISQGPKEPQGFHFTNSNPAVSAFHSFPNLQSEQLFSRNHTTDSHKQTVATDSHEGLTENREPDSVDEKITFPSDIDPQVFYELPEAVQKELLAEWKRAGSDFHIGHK
#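 Fluorescent replication assay read twice, at 0 min and 10 min after adding 50 nM (final) substrate. Enzyme (10 nM) and compounds were first incubated 15 min at room temperature; enzyme-free buffer wells were negative controls.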
# POLH inh = DNA polymerase eta (human) inhibition | recombinant Pol eta, fluorescent DNA replication assay | Potency, µM (series often up to 114 µM), for the others: at the top dose activity change, negative = inhibition, most hits filed as inhibitors | 390,000 compounds, 1.2% hits | AID 588591; further: potency means the concentration at half of the fitted maximal effect; on the % scale 0 is the no-effect control and ±100 the full control effect
#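 Pol eta at 10 nM preincubated with compounds 15 min at room temperature; reaction started with fluorescent substrate (50 nM final) and read kinetically at 0 and 10 min.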
# Glioma ERSR ind = ER stress response induction in glioma | U87-MG GRP78 promoter luciferase reporter, 16 h | 420,000 compounds, 0.02% hits | Potency, µM, without a hit: at the highest dose activation, actives largely listed as activators; further: potency means the concentration at half of the fitted maximal effect; series mostly up to about 76 µM; % of control where 0% means no effect; nearly all actives have a fitted effect of over 35% in size
#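 ERSR induction read as luciferase luminescence (Bright-Glo, 10 min at room temperature) in stably transfected human U87-MG glioma cells exposed to compounds for 16 h, using GRP78 as sensor.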
# Pol beta inh = DNA polymerase beta (human) inhibition | P06746 | Pol beta primer extension/strand displacement, fluorescence kinetic | Potency, µM (series often up to 114 µM), for the others: at the highest dose activity change, negative = inhibition, hits mostly inhibitors | 340,000 compounds, 1.3% hits; further: potency means the concentration at half of the fitted maximal effect; on the % scale 0 is the no-effect control and ±100 the full control effect
#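 10 nM enzyme + cpd, 15 min RT; start with substrate 50 nM final; read 0 min and after 10 min RT. Corrected, normalized data; 4-parameter Hill curve fit.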
# Apoferritin bind = binds horse apoferritin like a general anesthetic; Potency, µM (series often up to 77.5 µM), inactives show at the top dose activity change, negative = displacement, hits mostly inhibitors; AID 485281; 350,000 compounds, 0.074% hits; P02791; apoferritin/1-aminoanthracene competitive binding, fluorescence; further: potency means the concentration at half of the fitted maximal effect; on the % scale 0 is the no-effect control and ±100 the full control effect; nearly all actives have a fitted effect of over 20% in size
#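 Steps: apoferritin (10 uM) was premixed with half-saturated 1-AMA in PBS, compounds were pin-transferred, plates stood 10 min at room temperature, fluorescence was read at 380/535 nm, and curves were fitted with a Hill equation.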
# POLK inh = inhibitors of human DNA polymerase kappa; Q9UBT6; purified Pol kappa, fluorescent DNA synthesis assay, 10 min; Potency, µM (titrated, usually from 107 µM), for the others: at the top dose activity, negative = inhibition, most hits filed as inhibitors; 400,000 compounds, 0.53% hits; further: potency means the concentration at half of the fitted maximal effect; on the % scale 0 is the no-effect control and ±100 the full control effect
#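 10 nM Pol kappa preincubated 15 min at room temperature with compounds, then reaction started with substrate at 50 nM final. Fluorescence read kinetically at 0 and 10 min; buffer-only wells served as negative control.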
# LDHA block = inhibitors of human lactate dehydrogenase A | P00338 | 480,000 compounds, 0.15% hits | activity change, % (values are at about 110 or 230 µM) | purified LDHA, NADH/diaphorase-resazurin fluorescence; active compounds read low; in the data active means activity change below about -30%; inconclusive means mostly about -25% to -30%;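 further: plate controls were DMSO wells for no effect and wells without enzyme for full effect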
#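 Enzyme activity of human lactate dehydrogenase 5 (2 nM; 0.06 mM NADH, 0.2 mM pyruvate, 5 min, RT) is measured via a resazurin/diaphorase fluorescence readout of residual NADH.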
# BLM inh = blocks DNA unwinding by human BLM helicase | Potency, µM (titrated, usually from 56.1 µM), inactives show top-dose activity change, negative = inhibition, most hits filed as inhibitors | AID 2528 | 350,000 compounds, 0.2% hits | recombinant BLM DNA unwinding, fluorescence dequenching | P54132;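 further: potency means the concentration at half of the fitted maximal effect; plate controls were vehicle for no effect and no enzyme for full effect; nearly all actives have a fitted effect of over 35% in size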
# An asterisk follows results filed as active; ? = inconclusive; / = not tested or not shown; & = joins results of further samples; [ ] = dose if it differs, or a comment. Unless noted, the call rests on the fitted dose curve; in most records, active means well fitted curve in the direction sought with a large enough effect; inconclusive means small, poorly fitted or top-dose-only effect, or another doubt; inactive means no such curve, though single readings can be large; an effect the other way counts as inactive or inconclusive. This is a subset, so the mix of outcomes need not match the whole.
cpd	canonical_smiles	Apoferritin bind	BLM inh	LDHA block	POLI inh	Glioma ERSR ind	POLK inh	POLH inh	APEX1 inh	Pol beta inh
1	CCN(CC)S(=O)(=O)c1ccc(/C=C/C(=O)OCC(=O)NCc2ccco2)cc1	/	/	1	35µM*	-1%	?	16µM*	?	/
2	COc1ccc(N2CCN(Cc3nc4c(c(=O)n(C)c(=O)n4C)n3C(C)C(C)=O)CC2)cc1 (configuration not stated)	-6%	-2%	3	10%	5%	0%	-9%	-2%	-1%
3	CCCCn1c(SCC(=O)N2CCOCC2)nnc1-c1ccoc1C	-1%	-1%	2	19%	-2%	-6%	-13%	3%	-11%
4	CC(=O)NS(=O)(=O)c1ccc(Nc2ccc([N+](=O)[O-])c3nonc23)cc1	6%	-5%	1	30%	-2%	-1%	-11%	-8%	3%
5	CCOC(=O)c1cccc(NC(=O)c2ccc3c(c2)OCO3)c1	-4%	-2%	-1	111%[activator]	-6%	-8%	-2%	6%	-4%
6	O=C(NCc1ccccc1)c1ccc2c(=O)n(CCCN3CCCC3=O)c(=S)[nH]c2c1	?	-2%	-5	14%	-4%	7%	3%	1%	0%
7	Cc1ccc(OCC(=O)N(Cc2cccs2)C2CCS(=O)(=O)C2)cc1C (configuration not stated)	-6%	1%	0	33%	-3%	13%	-5%	3%	?
8	COc1cc(CN(C(=O)COc2ccc(Br)cc2)c2ccccn2)cc(OC)c1OC	0%	-1%	-8	12%	1%	-3%	-12%	/	3%
9	O=C(Nc1ccc(Br)cc1)Nn1cnnc1	2%	-6%	-7	-28%	-1%	-1%	-12%	19%	?
10	CCCCC(=O)Nc1cccc(NC(=S)NC(=O)COc2ccccc2Cl)c1	11%	0%	-4	8%	-5%	-7%	-16%	7%	-3%
11	C/C(N)=C(/C#N)C(=O)CSc1nnnn1-c1ccccc1	-10%	-12%	-4	?	-5%	-13%	16µM*	?	35µM*
12	O=C(OCCN1CCCCC1)c1c[nH]c2ccccc12	/	26%&30%	-18	-13%	7%&1%&-4%&-1%	-3%	-1%	40%&10%&-3%&-3%&-3%[activator]	17%[57.1 µM]
13	CCCc1[nH]nc2c1C(C1CC=CCC1)C(C#N)=C(N)O2 (configuration not stated)	1%	0%	-3	14%	-11%	-9%	-10%	-3%	1%
14	CCOC(=O)c1c(C)[nH]c(CCC(=O)Nc2cc(C)cc(C)c2)c1C	55%[activator]	-2%	-3	3%	-4%	-19%[60.1 µM]	-17%	/	-3%
15	Cc1onc(-c2ccccc2Cl)c1-c1nc(-c2ccccn2)no1	-23%	-4%	-7	39%[activator]	-1%	-12%	3%	13%	0%
16	CC(C)(C)OC(=O)N[C@@H](Cc1ccccc1)C(=O)N1CCC(C(=O)NCC(=O)O)CC1	-3%	0%	0	52%[activator]	-4%	1%	2%	20%	86%
17	O=C(COc1ccccc1)N=C1SC2CS(=O)(=O)CC2N1Cc1ccccc1 (configuration not stated)	-4%	-2%	-5	17%	-10%	-1%	2%	12%	44%
18	Cc1ccc(-c2cc(C(F)(F)F)c(C#N)c(SCCC#N)n2)o1	-13%	-2%	-4	9%	-1%	-9%	8%	5%	-4%
19	COc1ccc(C(=O)Nc2ccc(C(=O)Nc3cccc(C)c3)cc2)cc1	2%	-2%	4	18%	-2%	-11%	-4%	2%	60%
20	CCCN1CCN(CC2=C(C(=O)OCC)C(c3ccc(Cl)cc3)NC(=O)N2)CC1 (configuration not stated)	-11%	0%	3	30%[activator]	-3%	3%	-15%	/	45%

# Part of the list above, in transposed form.
(5) CCOC(=O)c1cccc(NC(=O)c2ccc3c(c2)OCO3)c1
(12) O=C(OCCN1CCCCC1)c1c[nH]c2ccccc12
(14) CCOC(=O)c1c(C)[nH]c(CCC(=O)Nc2cc(C)cc(C)c2)c1C

screen / no.,5,12,14
Apoferritin bind,-4%,/,55%[activator]
BLM inh,-2%,26%&30%,-2%
LDHA block,-1,-18,-3
POLI inh,111%[activator],-13%,3%
Glioma ERSR ind,-6%,7%&1%&-4%&-1%,-4%
POLK inh,-8%,-3%,-19%[60.1 µM]
POLH inh,-2%,-1%,-17%
APEX1 inh,6%,40%&10%&-3%&-3%&-3%[activator],/
Pol beta inh,-4%,17%[57.1 µM],-3%

# More entries
cpd	canonical_smiles	Apoferritin bind	BLM inh	LDHA block	POLI inh	Glioma ERSR ind	POLK inh	POLH inh	APEX1 inh	Pol beta inh
21	COCCSc1nnc(NC(=O)c2ccc3c(c2)OCO3)s1	-5%	0%	-3	19%	-1%	1%	-8%	1%	?
22	COc1ccc(C=O)cc1COc1ccc([N+](=O)[O-])c(C)c1	?	-3%	-4	3%	0%	-9%	-2%	10%	12%
23	S=C(NCC1CCCO1)NC1CCCCC1 (configuration not stated)	0%	-4%	-6	36%	0%	-2%	-22%	5%	10%
24	CCc1ccc(NS(=O)(=O)c2ccc3[nH]cc(C(=O)N4CCCCCC4)c(=O)c3c2)cc1	?	-1%	0	?	-3%	-31%	-3%	/	?
25	CCC(CC)C(=O)NCCc1ccc(OC)c(OC)c1	-3%	1%	-7	11%	-3%	-4%	-8%	1%	7%
26	CCc1ccc(C(=O)NNC(=S)Nc2ccc(S(N)(=O)=O)cc2)s1	-12%	3%	-3	77%[activator]	0%	-4%	?	16%	7%
27	CC(=O)c1c(C)[nH]c(C(=O)OCC(=O)Nc2nnc(-c3ccccc3)o2)c1C	/	/	-1	15%	-4%	-14%	-15%	18%	/
28	CCOC(=O)C1(CCOc2ccccc2)CCN(Cc2ccc(C#CCCO)cc2)CC1	-17%	-6%	0	9%	-4%	-4%	-10%	-23%	?
29	Cc1ccc(C)c(Nc2nc3c(S(=O)(=O)c4ccc(C(C)C)cc4)nnn3c3ccsc23)c1	-13%	-5%	-4	-24%	-3%	-14%	-19%	/	1%
30	COC(=O)C1=CN(c2ccc(OC)cc2)C=C(C(=O)OC)C1c1ccc([N+](=O)[O-])cc1	-10%	-11%	-1	5%	-4%	-11%	1%	13%	2%
31	COC(=O)CSc1nnc(CNS(=O)(=O)c2ccc(Cl)cc2)n1C	-8%	-8%	-5	13%	-2%	-2%	1%	-2%	10%
32	CCOc1ccc(NC(=O)CSc2nc(C)cc(C)n2)cc1	-1%	-4%	-5	16%	-3%	0%	-6%	-3%	-1%
33	Cc1ccc(NC(=O)CCNS(=O)(=O)c2ccc3c(c2)oc(=O)n3C)c(C)c1	-10%	-1%	1	19%	-5%	-13%	-1%	-6%	16%
34	O=C(NCC1CCCO1)c1ccc2c(=O)n(Cc3cccc(Br)c3)c(=S)[nH]c2c1 (configuration not stated)	-10%	-3%	-10	172%[activator]	-4%	1%	-9%	2%	12%
35	COC(=O)c1ccc(NC(=O)CCN2C(=O)CSC2=O)cc1	-6%	-7%	-6	60%[activator]	-1%	-7%	-10%	17%	24%
36	Cc1cc(C)cc(N(CCC#N)C(=O)COC(=O)c2ccc(OCc3c(C)noc3C)cc2)c1	/	/	0	24%	-3%	-3%	-12%	5%	/
37	CC(C)c1ccc(OCC(=O)Nc2c(C(=O)c3ccc(F)cc3)oc3ccccc23)cc1	4%	-3%	2	-10%	-4%	-6%	-7%	/	29%
38	COCCNC(=O)C(c1ccc(C)o1)N(Cc1ccco1)C(=O)c1snc(C(N)=O)c1N (configuration not stated)	-5%	-3%	-5	7%	2%	-6%	-3%	-2%	44%
39	NC(=O)CCN1CCN(S(=O)(=O)/C=C/c2ccccc2)CC1	-3%	-3%	-5	4%	-1%	-6%	11%	-13%	18%
40	COCCNC(=S)N/N=C(\C)CCc1ccc2c(c1)OCO2	1%	0%	-2	5%	-1%	2%	-12%	-5%	-1%
41	CCOc1cc(C(=O)Nc2ccc(-c3nnc4n3CCCCC4)cc2)cc(OCC)c1OCC	-9%	-2%	-4	-1%	-1%	7%	-7%	/	3%
42	CC(c1ccccc1F)n1cc(C(=O)NCCCn2ccnc2)nn1 (configuration not stated)	3%	-1%	0	7%	-3%	-10%	1%	-2%	22%
43	COc1ccc(NC(=O)c2nnn(Cc3nc(-c4cc(OC)c(OC)c(OC)c4)oc3C)c2C)cc1Cl	47%[activator]	-5%	-1	-15%	4%	-3%	-14%	/	-7%
44	CC[C@@]1(C(=O)OC)N[C@H](CN(C)C(C)=O)[C@@H]2C(=O)N(C)C(=O)[C@@H]21	/	/	-3	15%	-3%	2%	-1%	15%	/
45	CCCNS(=O)(=O)c1ccc(OCC(=O)NCC2CCCO2)cc1 (configuration not stated)	4%	3%	-17	25%	-5%	-1%	-1%	16%	19%
46	Cc1ccc(CSC2=Nc3ccccc3C3=NC(CC(=O)NC4CCCCC4)C(=O)N23)c(C)c1 (configuration not stated)	-7%	-6%	-1	16%	-4%	-3%[60.1 µM]	8%	/	?
47	CCOC(=O)C1CCN(C(=O)C2CCN(c3ncnc4c3nc3n4CCCCC3)CC2)CC1	-6%	1%	0	30%	2%	11%	-9%	23%	15%
48	Cc1noc(C)c1COC(=O)COc1ccc(-c2ccccc2)cc1	-1%	-11%	-4	53%[activator]	-5%	-13%	-25%	-4%	-9%
49	Cc1ccc(C(C)C)c(OC(C)C(=O)NCC2(N(C)C)CCCCC2)c1 (configuration not stated)	-13%	0%	3	4%	-2%	-18%	-12%	/	-17%
50	Cc1ccccc1NC1C=CS(=O)(=O)C1 (configuration not stated)	-7%	-1%	-1	3%	-4%	-8%	-11%	-4%	-2%
51	COc1ccc(NS(=O)(=O)c2ccc(OCC(=O)N3CCCC3)cc2)cc1	12%	-3%	-2	1%[58.9 µM]	-5%	-14%	-17%	10%	-14%
52	Cc1ccc(S(=O)(=O)c2cc3c(=O)n4cccc(C)c4nc3n(Cc3ccco3)c2=N)cc1C	-12%	-15%	/	/	/	/	/	?	?
53	N/C(=N/S(=O)(=O)c1ccccc1)c1cccc([N+](=O)[O-])c1	-12%	-5%	-7	124%[activator]	-4%	-10%	?	-2%	2%
54	CSc1nnc(Cn2c(=O)sc3ccccc32)n1C	-8%	3%	-13	-13%	-1%	-10%	-15%	-2%	25%

# High-throughput results as filed in PubChem BioAssay.
